Bioassay records as filed in PubChem.
Nrf2 ARE act = qHTS of Nrf2 Activators | AREc32 ARE-luciferase reporter (MCF7-derived line), luminescence, 24 h | Potency, µM (highest dose often 46.1 µM), without a hit: top-dose activation, actives largely listed as activators | 0.31% of 410,000 active | AID 624171, 2012; note: % of control where 0% means no effect; nearly all actives have a fitted effect of over 65% in size
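Luciferase luminescence (Steady-Glo, 30 min at room temperature) served as the read-out of ARE activation in AREc32 cells treated with compounds for 24 hr at 37 deg C.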
ATXN2 expr inh = Primary qHTS for Inhibitors of ATXN expression; HEK-293 ATXN2-luciferase reporter, luminescence, 24 h; Potency, µM (highest dose often 57 µM), for inactives: at the highest dose activity change, negative = inhibition, actives largely listed as inhibitors; 0.72% of 360,000 active; AID 1745845, 2022; note: % is set by controls: 0 for no effect and ±100 for the full control effect; nearly all actives have a fitted effect of over 55% in size
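ATXN2-luciferase reporter cells (luciferase flanked by upstream and downstream ATXN2 gene portions) were treated 24 h at 37 °C with compounds at up to 57 uM. SteadyGlo luminescence gave expression; GF-AFC fluorescence gave viability.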
TGFb inhibitor = qHTS for Inhibitors of TGF-b; 1.2% of 410,000 active; HepG2 CAGA-GFP TGF-b/SMAD3 reporter, GFP fluorescence, 18 h; TGF-beta stimulated, 500 pg/mL final; AID 588855, 2011; Potency, µM (series often up to 46.1 µM), for the others: top-dose activity, negative = inhibition, hits mostly inhibitors; note: % is set by controls: 0 for no effect and ±100 for the full control effect; nearly all actives have a fitted effect of over 65% in size
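HEPG2 CAGA-GFP, 1000 cells/well; 2 h settle, 37 C; cpd via pin tool; TGF-b 500 pg/mL final; 18 h, 37 C; GFP imaging ex488/em500-530; %Activity normalised to -TGF-b and +DMSO controls; CRC fit, curve class.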
Nrf2 block = Nrf2 qHTS screen for inhibitors; A549 ARE-Fluc reporter, luciferase luminescence, 18-24 h; 2.1% of 360,000 active; AID 504444, 2011; Potency, µM (doses to about 46 µM), without a hit: at the top dose activity change, negative = inhibition, most hits filed as inhibitors; note: % is set by controls: 0 for no effect and ±100 for the full control effect; nearly all actives have a fitted effect of over 60% in size
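Nrf2 activity is the BugLite luminescence, read 15 min after reagent at room temperature, following CellTiter-Fluor cytotoxicity readout (30 min, 37C). Compound titrations were applied for 18-24 h to 5000 A549 ARE_Fluc cells/well in 5% FBS OPTI-MEM.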
MCF10A rerep = A quantitative high throughput screen for small molecules that induce DNA re-replication in MCF 10a normal breast cells; AID 624296, 2012; Potency, µM (titrated, usually from 46.1 µM), inactives show top-dose activity, positive = re-replication, hits mostly activators; MCF 10A DNA re-replication, Hoechst nuclear intensity, 48 h; 2.9% of 350,000 active; note: % of control where 0% means no effect; nearly all actives have a fitted effect of over 50% in size
S2 tox = Viability Counterscreen for Primary qHTS for Inhibitors of ATXN expression; AID 651635, 2014; Potency, µM (series often up to 56.7 µM), usual class: cytotoxic; S2 cells (HEK-293 line with an ATXN2-luciferase reporter) viability, CellTiter-Fluor protease fluorescence, 24 h; 0.49% of 400,000 active; note: nearly all actives have a fitted effect of over 40% in size
EPAC2 antagonist = qHTS for Antagonist of cAMP-regulated guanine nucleotide exchange factor 2 (EPAC2): primary screen. AID 720708, 2013. 0.18% of 360,000 active. EPAC2 GEF exchange of Rap1B-BODIPY-GDP, fluorescence. Potency, µM (highest dose often 114 µM), inactives show at the top dose activity, negative = inhibition, most hits filed as inhibitors; note: % is set by controls: 0 for no effect and ±100 for the full control effect; nearly all actives have a fitted effect of over 45% in size; many of its hits are not listed in these tables
Target sequence (Q8WZA2 whole entry, looked up): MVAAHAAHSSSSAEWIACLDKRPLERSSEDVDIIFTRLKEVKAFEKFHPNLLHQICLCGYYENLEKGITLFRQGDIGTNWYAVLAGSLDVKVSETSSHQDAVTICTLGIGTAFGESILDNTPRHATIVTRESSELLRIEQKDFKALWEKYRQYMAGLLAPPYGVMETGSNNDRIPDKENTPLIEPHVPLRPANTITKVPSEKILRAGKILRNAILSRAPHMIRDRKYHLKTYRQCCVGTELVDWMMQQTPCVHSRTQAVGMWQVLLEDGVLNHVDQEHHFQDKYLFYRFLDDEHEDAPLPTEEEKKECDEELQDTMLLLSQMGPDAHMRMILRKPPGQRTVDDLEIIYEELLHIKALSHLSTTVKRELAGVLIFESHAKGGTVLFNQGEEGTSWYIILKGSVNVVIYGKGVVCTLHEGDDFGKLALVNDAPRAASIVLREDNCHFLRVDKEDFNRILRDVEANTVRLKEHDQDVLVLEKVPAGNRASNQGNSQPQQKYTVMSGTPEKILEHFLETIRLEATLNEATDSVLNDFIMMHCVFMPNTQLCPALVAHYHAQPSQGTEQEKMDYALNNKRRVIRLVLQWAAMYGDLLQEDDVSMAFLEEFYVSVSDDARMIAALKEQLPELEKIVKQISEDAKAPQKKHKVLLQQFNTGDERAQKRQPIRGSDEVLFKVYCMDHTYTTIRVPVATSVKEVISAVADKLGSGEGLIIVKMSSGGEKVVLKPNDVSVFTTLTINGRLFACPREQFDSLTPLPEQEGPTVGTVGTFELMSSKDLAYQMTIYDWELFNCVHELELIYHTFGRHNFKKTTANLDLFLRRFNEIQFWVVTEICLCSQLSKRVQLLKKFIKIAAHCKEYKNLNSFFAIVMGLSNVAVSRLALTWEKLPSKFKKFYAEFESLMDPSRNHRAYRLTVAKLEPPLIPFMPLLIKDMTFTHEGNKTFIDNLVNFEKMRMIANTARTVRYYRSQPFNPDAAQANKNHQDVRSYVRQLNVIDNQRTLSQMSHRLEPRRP
HepG2 tox = qHTS for Inhibitors of TGF-b: Cytotox Counterscreen; Potency, µM (titrated, usually from 46.1 µM), inactives show at the top dose activity change, negative = cytotoxicity, most hits filed as cytotoxic; 0.76% of 410,000 active; AID 588856, 2011; HepG2 CAGA-GFP viability, ATP luminescence, 18 h; note: some results filed as inactive show a strong effect at the top dose
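CellTiter-Glo luminescence gave cytotoxicity after 18 hours at 37 degrees C. The cells were HepG2 CAGA-GFP in 1% FBS DMEM, stimulated with 500 pg/mL TGF-beta after compound addition. %Activity was normalised to no-cell wells (complete cell-killing) and DMSO (no toxicity), and curves were fitted and classified.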
A549 viability = Nrf2 qHTS screen for inhibitors: counterscreen for cytotoxicity; Potency, µM (highest dose often 46 µM), for the others: at the top dose activity change, negative = cytotoxicity, actives largely listed as inhibitors; A549 ARE-Fluc cells, CellTiter-Fluor viability, 18-24 h; AID 504648, 2011; 0.16% of 390,000 active; note: % is set by controls: 0 for no effect and ±100 for the full control effect
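Cytotoxicity counterscreen: CellTiter-Fluor fluorescence was measured in A549 ARE_Fluc cells after 18-24 h of compound exposure in a concentration series. The subsequent BugLite luminescent read reports ARE-luciferase activity.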
* marks the source's active call; other numbers are inactive results; i = inactive; ? = inconclusive; · = no result given; & = joins results of further samples; [ ] = another dose, or the depositor's remark. Calls come from the whole dose curve; as a rule, active = well fitted curve in the direction sought with a large enough effect; inconclusive = small, poorly fitted or top-dose-only effect, or another doubt; inactive = no such curve, though single readings can be large; an effect the other way counts as inactive or inconclusive. Potency is the fitted concentration of half-maximal effect. This is a subset; count on the stated rates, not on these rows.

SMILES	Nrf2 ARE act	ATXN2 expr inh	TGFb inhibitor	Nrf2 block	MCF10A rerep	S2 tox	EPAC2 antagonist	HepG2 tox	A549 viability
CCN(CC)c1ccc(/C=C(\C#N)C(N)=O)cc1	10%	5%[11.3 µM]	2%	6%	0%	i	-15%	-12%	-18%
COc1cc(C2C(C#N)=C(N)OC3=C2C(=O)CC(C)(C)C3)c([N+](=O)[O-])cc1OC (configuration not stated)	0.8%	3%	-9%	?	0%	i	-2%	-6%	-1%
CC(=O)C1=CCC(c2ccc(Cl)cc2)N(S(=O)(=O)c2ccc(C)cc2)C1 (configuration not stated)	17%&22%	?	?	·	·	?	3%&6%	-2%&-18%	·
COc1cccc(S(=O)(=O)N(C)C[C@H]2OCc3cn(nn3)CCCC(=O)N([C@H](C)CO)C[C@@H]2C)c1	-0.5%	3%	-4%	·	·	i	-18%	-47%	·
COc1ccc(CNC(=O)C(=O)NCC2CCCN2S(=O)(=O)c2ccccc2)cc1 (configuration not stated)	0.8%	-12%	21%	-11%	-2%	i	-7%	-2%	0%
CCc1ccc(N=C2NC(=O)/C(=C/c3ccc(OCC(=O)O)c(OC)c3)S2)cc1	2.0%	·	2%	4%	-3%	i	21%	1%	-3%
COc1ccc(C(=O)Nn2cnc3ccccc3c2=O)cc1[N+](=O)[O-]	-0.5%	·	0%	1%	-5%	i	-1%	-22%	5%
O=C(C[C@@H]1C/C=C\CCCC(=O)OC[C@@H]2CCCN2C1=O)N[C@@H](CO)Cc1ccccc1	-0.9%	7%	-30%	10%	13%	i	3%	-2%	-1%
C=COCCn1c(-c2nonc2N)nc2ccccc21	-0.6%	3%	32%	17%	10%	i	-5%	-32%	0%
O=C(COc1ncnc2sccc12)N1CCN(c2ccccc2)CC1	5.2%	·	12%	0%	2%	i	2%	24%	14%
CN(CC1COc2ccccc2O1)C(=S)Nc1ccccc1F (configuration not stated)	0.1%	2%	-4%	15%	18%	i	2%	-1%	16%
CCC(NC(=O)Cc1c(C)c2cc3c(cc2oc1=O)OC(C)(C)CC3)C(=O)O (configuration not stated)	-0.3%	·	1%	?	0%	i	-2%	3%	0%
NC(Cc1ccc(C(F)(F)F)cc1)c1csc(Nc2ccc(C(=O)c3ccccc3)cc2)n1 (configuration not stated)	-6.5%	32µM*	?	·	·	i	-14%	22µM*	·
O=c1c2cnn(-c3ccccc3)c2nc(-c2ccco2)n1-c1ccccc1	2.7%	-28%	-7%	9.2µM*	?	i	3%	0%	-21%
O=C(CSS(=O)(=O)O)N1CCN(C(=O)c2ccoc2)CC1	2.4%	0%	0%	?	6%	i	0%	-2%	3%
Brc1ccc(-c2cn3nc4c(nc3n2)CCCC4)cc1	0.0%	-20%	23%	?	2%	?	6%	-11%	0%
COc1ccc(C(=O)O)cc1NC(=S)NC(=O)C(c1ccccc1)c1ccccc1	-0.3%	2%	5%	3%	?	i	-17%	5%	0%
O=C(NCC(c1cccnc1)N1CCN(c2ccc(F)cc2)CC1)c1ccco1 (configuration not stated)	4.3%	0%	2%	?	-2%	i	5%	-18%	8%
COc1cccc(C(c2nnnn2C2CCCCC2)N2CCN(C/C=C/c3ccccc3)CC2)c1OC (configuration not stated)	1.5%	?	?	·	·	?	-26%	-30%	·
COc1ccc(C(=O)NC2CC(C)(C)NC(C)(C)C2)cc1S(=O)(=O)N1CCOCC1	0.4%	·	12%	·	·	i	4%	-1%	·

For convenience, some entries already given.
SMILES	Nrf2 ARE act	ATXN2 expr inh	TGFb inhibitor	Nrf2 block	MCF10A rerep	S2 tox	EPAC2 antagonist	HepG2 tox	A549 viability
CN(CC1COc2ccccc2O1)C(=S)Nc1ccccc1F (configuration not stated)	0.1%	2%	-4%	15%	18%	i	2%	-1%	16%
CCC(NC(=O)Cc1c(C)c2cc3c(cc2oc1=O)OC(C)(C)CC3)C(=O)O (configuration not stated)	-0.3%	·	1%	?	0%	i	-2%	3%	0%
NC(Cc1ccc(C(F)(F)F)cc1)c1csc(Nc2ccc(C(=O)c3ccccc3)cc2)n1 (configuration not stated)	-6.5%	32µM*	?	·	·	i	-14%	22µM*	·
O=c1c2cnn(-c3ccccc3)c2nc(-c2ccco2)n1-c1ccccc1	2.7%	-28%	-7%	9.2µM*	?	i	3%	0%	-21%
O=C(CSS(=O)(=O)O)N1CCN(C(=O)c2ccoc2)CC1	2.4%	0%	0%	?	6%	i	0%	-2%	3%

Individual results from the list.
Entry for `O=C(CSS(=O)(=O)O)N1CCN(C(=O)c2ccoc2)CC1` under EPAC2 antagonist: 0%
Entry for `O=C(NCC(c1cccnc1)N1CCN(c2ccc(F)cc2)CC1)c1ccco1` (configuration not stated) under HepG2 tox: -18%

Returning to the listing with the 2 entries that preceded the break.
SMILES	Nrf2 ARE act	ATXN2 expr inh	TGFb inhibitor	Nrf2 block	MCF10A rerep	S2 tox	EPAC2 antagonist	HepG2 tox	A549 viability
COc1cccc(C(c2nnnn2C2CCCCC2)N2CCN(C/C=C/c3ccccc3)CC2)c1OC (configuration not stated)	1.5%	?	?	·	·	?	-26%	-30%	·
COc1ccc(C(=O)NC2CC(C)(C)NC(C)(C)C2)cc1S(=O)(=O)N1CCOCC1	0.4%	·	12%	·	·	i	4%	-1%	·
Cc1ccc(Cl)cc1NC(=O)c1ccc(NC(=O)N2CCSc3ncccc32)cc1	4.2%	·	-20%	?	·	·	·	-7%	3%
O=S(=O)(c1ccc(NC(=S)N2CCN(c3ccc(O)cc3)CC2)cc1)N1CCOCC1	0.5%	-25%[11.3 µM]	6%	12µM*	?	i	-11%	0%	-18%
Cc1occc1C(=O)N1CCCc2ccccc21	0.1%	5%	-5%	-4%	?	i	-3%	-5%	-15%
Cc1ccc(S(=O)(=O)NC(CC(C)C)C(=O)Nc2ccncc2)cc1 (configuration not stated)	0.0%	-1%	?	-2%	-2%	i	20%	2%	1%
CCc1nc2ccc(C(=O)NCCc3ccccn3)cn2c1N(C)Cc1nccs1	0.9%	-4%	34%[activator]	·	·	i	3%	-4%	·
Cc1ccc(S(=O)(=O)N2CCOCC2)cc1C(=O)OCC(=O)NCCc1ccc(F)cc1	0.4%	-14%	-1%	?	?	i	2%	-6%	1%
COc1cc(C(O)c2nc3ccccc3n2C)cc(OC)c1OC (configuration not stated)	2.7%	-12%	-6%	·	17%	i	7%	1%	11%
N#CC1CC(c2ccccc2)=NN1c1ccccc1[N+](=O)[O-] (configuration not stated)	?	93%[activator]	-21%	?	?	?	-17%	-4%	0%
CCc1cccc(NC(=O)Nc2cn(C)c(=O)c3ccccc23)c1	4.7%	-3%	-3%	-4%	·	i	·	-51%	9%
O=C(Nc1ccccc1)OCc1cncs1	0.1%	0%	6%	0%	-1%	i	7%	1%	0%
COCCCn1cc(CN2CC(N3CCN(CCO)CC3)CS2(=O)=O)nn1 (configuration not stated)	-0.5%	21%	·	·	·	i	8%	·	·
COc1cccc(N2CCN(C(=O)C3CCCN(S(=O)(=O)c4ccc(Br)s4)C3)CC2)c1 (configuration not stated)	5.0%	-21%	?	16µM*	·	?	·	-22%	-5%
O=C(O)C1C(C(=O)Nc2ccc(Cl)cc2)C2C=CC1C21CC1 (configuration not stated)	-0.4%	6%	-2%	-14%	?	i	5%	-19%	-4%
Cc1cc(C)cc(NC(=O)N2CCC(NC(=O)c3ccccc3C)CC2)c1	-1.6%	-9%	-17%	1%	-4%	i	4%	-2%	5%
Cc1c(C(=O)NCc2ccccc2)oc2ccc(S(=O)(=O)N3CCC4(CC3)OCCO4)cc12	2.9%	-4%	-2%	21µM*	27%	i	-8%	-11%	1%
COc1cc(NS(=O)(=O)c2ccc(NC(=O)c3ccc(Cl)cc3Cl)cc2)ncn1	-1.3%	-6%	5%	-34%	0%	i	-2%	-4%	-1%
O=C(CCSCCC(=O)NCc1ccc(F)cc1)NCc1ccc(F)cc1	-1.0%[9.22 µM]	7%	-1%	1%	17%	i	7%	-2%	1%
CCOc1ccc(-c2cc(CCCC(=O)NCCc3cc(OC)c(OC)c(OC)c3)no2)cc1	-0.8%	?	?	15µM*	·	i	·	3%	-4%
Cc1ccc(NC(=O)COC(=O)CN2C(=O)NC3(CCCC3)C2=O)cc1S(=O)(=O)N(C)C	-1.0%	-17%	14%	?	1%	i	6%	17%	-2%
C=CCSC(=S)Nc1c(C)n(C)n(-c2ccccc2)c1=O	3.0%	·	1%	-3%	9%	i	16%	5%	-5%
O=C(O)[C@@H]1CCCN1S(=O)(=O)c1cccc(S(=O)(=O)N2CCC[C@H]2C(=O)O)c1	-0.6%	-17%	1%	1%	-8%	i	24%	1%	4%
CCCC(NC(=O)Cc1c(C)c2cc3c(C)c(C)oc3c(C)c2oc1=O)C(=O)N[C@@H](Cc1ccccc1)C(=O)O (some centres not stated)	-0.4%	5%	11%	2%	1%	i	11%	7%	-1%
CCC(C)Cn1cnc2c(Sc3c([N+](=O)[O-])ncn3C)nc(N)nc21 (configuration not stated)	?	8%	-8%	?	?	i	19%	8%	-10%
Cc1c(Cl)cnc(NC(=O)COC(=O)CCC(=O)c2cccs2)c1Cl	-0.1%	-24%[11.3 µM]	2%	9%	-7%	i	5%	0%	3%

Just Nrf2 ARE act, ATXN2 expr inh and S2 tox, for some of the entries so far:
| SMILES | Nrf2 ARE act | ATXN2 expr inh | S2 tox |
| --- | --- | --- | --- |
| CCCC(NC(=O)Cc1c(C)c2cc3c(C)c(C)oc3c(C)c2oc1=O)C(=O)N[C@@H](Cc1ccccc1)C(=O)O (some centres not stated) | -0.4% | 5% | i |
| CCC(C)Cn1cnc2c(Sc3c([N+](=O)[O-])ncn3C)nc(N)nc21 (configuration not stated) | ? | 8% | i |
| Cc1c(Cl)cnc(NC(=O)COC(=O)CCC(=O)c2cccs2)c1Cl | -0.1% | -24%[11.3 µM] | i |
